TAAR1 antag – antagonists of human TAAR1 | AID 624466 | CHO RD-HGA16 TAAR1, Fluo-8 calcium fluorescence, antagonist | inhibition, % at 3 µM | actives 1.5% (n = 360,000);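 active means inhibition above a per-plate cutoff, the mean inhibition of test compounds on that plate plus 3 SD, cut at about 49% in these data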;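 further: 0% = DMSO plus EC80 beta-PEA response and 100% = DMSO alone without agonist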
Target sequence (Q96RJ0 whole entry, looked up): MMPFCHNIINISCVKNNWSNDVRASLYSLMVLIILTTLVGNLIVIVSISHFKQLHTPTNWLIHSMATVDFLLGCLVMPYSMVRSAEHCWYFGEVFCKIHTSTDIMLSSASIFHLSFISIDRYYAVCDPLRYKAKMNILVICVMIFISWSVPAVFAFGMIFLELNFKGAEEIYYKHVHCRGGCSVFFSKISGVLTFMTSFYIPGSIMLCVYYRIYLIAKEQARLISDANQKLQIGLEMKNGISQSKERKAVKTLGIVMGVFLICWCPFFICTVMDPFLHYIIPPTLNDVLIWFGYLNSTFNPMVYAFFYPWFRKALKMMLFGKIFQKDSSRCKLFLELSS
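Material: CHO RD-HGA16 cells bearing hTAAR1; compound dosing: one-point dosing, 3 µM nominal final; schedule: dye loading 75 min at 37 °C, then 30 min room temperature; measured by: calcium fluorescence with Fluo-8; control set: vehicle and agonist controls; replication: n of 1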
TAAR1 ag – agonists of human TAAR1; CHO RD-HGA16 TAAR1, Fluo-8 calcium fluorescence; vehicle wells 0%, saturating PEA agonist 100%; activation, % at 3 µM; actives 0.99% (n = 360,000);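 active means activation above the mean activation of all test compounds in the run plus 3 SD, cut at about 38% in these data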
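System: CHO RD-HGA16 cells carrying human TAAR1 plus Gα16; Incubation: 17-24 h seeding, 75 min 37 °C dye, 30 min RT; Measured by: Fluo-8 fluorescence, 5 s baseline then 140 s kinetic read; Control set: DMSO and PEA EC100; Replication: single well for each compound.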
M1 PAM – positive allosteric modulators of human M1 muscarinic receptor. P11229. CHO-K1 hM1, Fluo-8 calcium fluorescence, ACh EC20; 0% = ACh EC20, 100% = maximal ACh. activation, % at 3 µM. actives 0.088% (n = 360,000); in the data active means activation above about 19%, passing the limit was not always enough
Target sequence (P11229 whole entry, looked up): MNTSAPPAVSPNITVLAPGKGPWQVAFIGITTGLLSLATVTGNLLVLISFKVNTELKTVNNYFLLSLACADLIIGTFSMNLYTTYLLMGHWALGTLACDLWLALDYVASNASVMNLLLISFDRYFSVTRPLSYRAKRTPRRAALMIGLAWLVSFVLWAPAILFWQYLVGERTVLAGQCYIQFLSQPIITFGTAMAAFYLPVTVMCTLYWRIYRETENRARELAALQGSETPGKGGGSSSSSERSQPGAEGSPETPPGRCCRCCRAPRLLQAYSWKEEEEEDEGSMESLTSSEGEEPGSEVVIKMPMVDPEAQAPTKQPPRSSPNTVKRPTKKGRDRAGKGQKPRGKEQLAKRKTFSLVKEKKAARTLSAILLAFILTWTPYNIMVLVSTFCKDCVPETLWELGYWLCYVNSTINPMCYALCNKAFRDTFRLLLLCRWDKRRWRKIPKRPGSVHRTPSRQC
CHRM1 antagonist – antagonists of human M1 muscarinic receptor; P11229; CHO-K1 hM1, Fluo-8 calcium fluorescence, ACh EC80 antagonist; inhibition, % at 3 µM; actives 1.3% (n = 360,000); AID 588852;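 active means percent inhibition above its own plate's cutoff, namely the mean of that plate's compound wells plus 3 SD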;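 further: peak over basal fluorescence ratio during 140 s after agonist addition; 0% = ACh EC80 plus DMSO and 100% = DMSO alone without agonist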
M1 ag – activates human CHRM1 receptor; P11229; CHO-K1 hM1, Fluo-8 calcium fluorescence, agonist mode; 0% DMSO, 100% acetylcholine EC100; activation, % at 3 µM; actives 0.33% (n = 360,000);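 active means activation above the run's mean compound activation plus 3 SD, cut at about 16% in these data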;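 further: peak over basal fluorescence ratio within a 140 s kinetic read after compound addition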
CHO-K1 Ca antag – M1 antagonist counterscreen hit in parental CHO-K1 cells. AID 602250. inhibition, % at 3 µM. ATP-induced calcium, Fluo-8 fluorescence. actives 0.6% (n = 360,000);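 active means inhibition above a per-plate cutoff, the plate's mean sample inhibition plus 3 SD, cut at about 24% in these data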;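 further: 0% = DMSO plus EC80 ATP and 100% = DMSO alone without ATP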
CHO parental Ca – counter-screen for OX1R antagonists: effect in parental CHO cells; parental CHO-K1, ATP-induced calcium, Fluo-8 fluorescence; actives 0.63% (n = 330,000); inhibition, % at 5.6 µM; AID 463079;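 active means inhibition above that plate's mean sample inhibition plus 3 SD, cut at about 26% in these data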;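 further: 0% = ATP-challenged DMSO wells and 100% = DMSO wells without ATP; some compounds past the cut are filed as inactive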
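material = parental CHO cells | also added = ATP as calcium-mobilizing challenge | dosing = single point at 5.6 µM | detection = intracellular calcium via Fluo-8 no-wash fluorescent dye | read-out = % inhibition | benchmarks = low control ATP plus DMSO, high control DMSO only | repeats = one well per compound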
CHO-K1 Ca PAM – nonselective activator or artifact in parental CHO-K1 calcium assay. ATP EC20, Fluo-8 calcium fluorescence; 0% at ATP EC20, 100% at ATP max. activation, % at 3 µM. actives 0.02% (n = 360,000). AID 602247;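 active means activation above the run cutoff, the mean activation of all test compounds plus 3 SD, cut at about 40% in these data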;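 further: peak over basal fluorescence ratio in a 140 s read after ATP addition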
M1 ag parental – M1 agonist counterscreen hit in parental CHO-K1 cells | Fluo-8 calcium fluorescence; scaled to maximal ATP response, vehicle zero | activation, % at 3 µM | actives 0.48% (n = 360,000) | AID 602248; in the data active means activation above about 15%;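 further: untransfected CHO-K1 host cells lacking M1 receptor as counterscreen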
Starred values were filed as active, the others as inactive; / = no result given. Outcome played no part in choosing rows; overall some 4.4% were active at least once.

SMILES	TAAR1 antag	TAAR1 ag	M1 PAM	CHRM1 antagonist	M1 ag	CHO-K1 Ca antag	CHO parental Ca	CHO-K1 Ca PAM	M1 ag parental
COc1cc(NC(=O)CN2CCN(c3ccccn3)CC2)cc(OC)c1OC	9	-2	2	0	-5	-9	-6	0	0.9
CC(C)(C)c1[nH]nc2c1C(c1cccnc1)C(C#N)=C(N)O2 (stereo not given)	-5	6	9	-23	-1	-25	5	19	0.5
COc1ccccc1CN1CC(C(=O)N(C)Cc2ccc(C)o2)CCC1=O (stereo not given)	-2	1	1	-6	-7	-6	-15	-3	1.0
O=C(NC1CCCc2ccccc21)C1CCN(S(=O)(=O)c2cccc3nonc23)CC1 (stereo not given)	-13	4	0	-10	-4	-6	-3	2	0.2
Cn1c(=O)c2c(nc(NCc3ccc4c(c3)OCO4)n2Cc2ccc(F)cc2)n(C)c1=O	-1	18	0	0	-5	6	22*	22	3.1
CCn1c(=O)cc(OCC(=O)Nc2ccc(OC)c(OC)c2)c2ccccc21	1	7	9	-13	-5	-11	-6	16	1.1
CC(C)n1c(SCC(=O)NC2CCCCC2)nnc1-c1ccco1	-13	-2	3	-5	-4	-8	-12	-5	0.5
S=C(Nc1ccccc1Cl)Nc1ccc(Cl)cc1Cl	4	5	-6	21	-2	2	2	2	0.3
O=C1NCCc2c1[nH]c1ccc([N+](=O)[O-])cc21	6	1	10	-16	-4	-14	5	4	1.6
Cc1cc(C)cc(NC(=O)CCCCCN2C(=O)[C@@H]3Cc4ccccc4CN3C2=O)c1	-16	1	-1	2	-4	-8	-30	7	2.8
Cc1cccc(Oc2cc(NC(=O)c3ccccc3)cc([N+](=O)[O-])c2)c1	40	9	-10	4	-3	10	18	-5	1.0
CCC(C)NC(=O)c1csc2c1CCCCC2 (stereo not given)	-2	-1	9	-5	-6	0	2	21	2.9
COc1ccccc1N1CCN(CC(O)COc2c(OC)cccc2OC)CC1 (stereo not given)	0	15	-7	9	-7	11	-26	-8	0.9
Cc1ccc(C(C)C)cc1OCC(=O)NNC(=O)Nc1ccccc1	-20	1	5	0	-3	-9	-7	15	2.7
O=C1CC(N2CCN(Cc3ccccc3)CC2)C(=O)N1c1ccccc1 (stereo not given)	-19	8	-4	-5	-6	-7	-21	16	0.5
CN(C)C(=O)CCc1nc(-c2ccc(C(C)(C)C)cc2)no1	-10	6	-7	9	0	7	-16	-6	1.7
O=C(Nc1ccc(Br)cc1)c1cccc(-n2cnnn2)c1	11	10	8	-8	-3	-7	0	13	3.5
Cc1ccc(CC(=O)Nc2ccc(S(=O)(=O)N3CCOCC3)cc2)cc1C	-1	19	13	-12	1	6	-18	-5	-0.1
O=C(CCN1CCN(CCO)CC1)Nc1ccccc1	-18	1	5	-11	-1	-1	2	7	0.5
O=C(c1ccco1)N1CCN(C2=NS(=O)(=O)c3ccccc32)CC1	-10	-3	8	-5	-4	-6	-7	14	0.6
Cc1nc2ccccc2n1CC(O)COc1ccccc1Cl (stereo not given)	15	10	-3	20	2	9	10	-8	12
COc1ccc(OC)c(C(=O)Cn2nnc(-c3ccc(N4CCOCC4)cc3)n2)c1	29	-1	3	-23	0	-19	1	25	2.4
CCCCC(NC(=O)c1ccccc1)C(=O)OCC(=O)N1c2ccccc2Sc2ccccc21 (stereo not given)	-14	3	-3	10	-2	-4	-11	-2	1.1
CCCS(=O)(=O)NC(=O)C1(C)CCCN(C(=O)c2cccs2)C1 (stereo not given)	-17	3	11	-17	-2	-9	/	21	0.8
COc1ccc(CCN2CC(C(=O)OCC(=O)NC(Cc3ccccc3)C(C)=O)CC2=O)cc1OC (stereo not given)	-8	2	24	-17	1	-8	/	-18	0.0

Random excerpt: six entries already listed
SMILES	TAAR1 antag	TAAR1 ag	M1 PAM	CHRM1 antagonist	M1 ag	CHO-K1 Ca antag	CHO parental Ca	CHO-K1 Ca PAM	M1 ag parental
CCn1c(=O)cc(OCC(=O)Nc2ccc(OC)c(OC)c2)c2ccccc21	1	7	9	-13	-5	-11	-6	16	1.1
O=C1CC(N2CCN(Cc3ccccc3)CC2)C(=O)N1c1ccccc1 (stereo not given)	-19	8	-4	-5	-6	-7	-21	16	0.5
O=C(Nc1ccc(Br)cc1)c1cccc(-n2cnnn2)c1	11	10	8	-8	-3	-7	0	13	3.5
CCCS(=O)(=O)NC(=O)C1(C)CCCN(C(=O)c2cccs2)C1 (stereo not given)	-17	3	11	-17	-2	-9	/	21	0.8
CCC(C)NC(=O)c1csc2c1CCCCC2 (stereo not given)	-2	-1	9	-5	-6	0	2	21	2.9
CC(C)n1c(SCC(=O)NC2CCCCC2)nnc1-c1ccco1	-13	-2	3	-5	-4	-8	-12	-5	0.5

Further results.
SMILES	TAAR1 antag	TAAR1 ag	M1 PAM	CHRM1 antagonist	M1 ag	CHO-K1 Ca antag	CHO parental Ca	CHO-K1 Ca PAM	M1 ag parental
CN1CCN(c2nc(-c3ccccc3)ncc2S(=O)(=O)c2ccccc2)CC1	-6	2	2	9	-3	-2	-11	-7	0.3
COC(CSc1nc(N)c2c3c(sc2n1)CN(C)CC3)OC	3	4	3	2	-6	15	-10	-22	0.2
CCCS(=O)(=O)NC(=O)C1(C)CCCN(C(=O)CCc2cccs2)C1 (stereo not given)	-17	1	3	-10	-3	6	/	-10	-0.1
CCCNC(=O)c1cnc(-c2ccccc2)nc1-c1ccccc1	0	1	-1	-9	-2	-6	-10	-14	0.6
CCOC(=O)c1sc(=NC(=O)c2ccc(C)cc2)n(C)c1C	-37	0	9	-6	-3	-9	6	3	1.2
O=C(Nc1ccccc1)Nc1ccc2snnc2c1	17	40*	-9	20	9	21	31	5	14
CCCN(CC(=O)Nc1ccccc1C)C(=O)c1ccc2c(c1)S(=O)(=O)N=C1CCCCCN12	15	8	8	-9	-3	-15	12	-2	0.1
CCOP(=O)(OCC)c1nc(/C=C/c2ccccc2)oc1NCc1ccc(OC)cc1	-1	9	4	-10	-9	-27	-22	14	0.2
Cc1nn(-c2ccc(F)cc2)c(C)c1CN1CCN(Cc2ccccc2)C(CCO)C1 (stereo not given)	6	1	-1	1	-7	-19	-20	25	0.8
CCOC(=O)C1CCCN(Cc2ccccc2Cl)C1 (stereo not given)	0	2	-3	-8	-9	-5	-2	9	-0.3
CN(Cc1ccccc1)Cc1c(F)cccc1F	9	2	-3	3	-7	-9	-1	0	-0.4
Cc1ccc(S(=O)(=O)NNC(=S)NCC2CCCO2)cc1 (stereo not given)	-2	3	7	-6	-1	-19	8	-2	1.4
COc1ccc2[nH]c(=O)c(C(c3nnnn3C3CCCC3)N(C)C3CCCCC3)cc2c1 (stereo not given)	-1	9	7	-9	-5	-7	-12	22	0.5
COC(=O)c1ccc(NC(=O)CNC(=O)C2CCCCC2)cc1	-5	7	-9	24	-4	13	-10	-9	0.2
CCOC(=O)C1=C(COC(=O)CNS(=O)(=O)c2ccc(C)c(C)c2)NC(=O)NC1C (stereo not given)	3	1	2	-5	-3	-8	/	0	0.4
COc1ccccc1OCC(=O)NN1Cc2ccccc2C1=N	7	9	0	3	-2	5	-4	11	-0.3
CCOc1ccccc1NC(=O)c1cccc2c1C(=O)N(CCOC)C2	-3	2	1	-5	-5	-6	-15	18	1.4
COc1cccc(NC(=O)CN2CCN(c3ccccc3F)CC2)c1	-16	2	4	-41	1	-1	-13	19	0.9
CCOC(=O)C1CCCN(C(=O)c2cccc(C(F)(F)F)c2)CC1 (stereo not given)	3	0	4	-11	-4	-1	/	-3	0.3
CCCC12CN3CC(C)(CN(C1)C3c1ccc(OC)cc1)C2=O (stereo not given)	-3	1	5	-5	-3	-10	-16	20	0.4
CCc1ccc(N2C(=O)Nc3ccccc3C2(O)C(=O)N2CCN(c3ccccn3)CC2)cc1 (stereo not given)	8	-1	0	1	-3	-11	-9	5	0.1
CC(C)(C)c1cc(C(=O)O)nn1-c1ccccc1	-8	13	6	-6	-4	1	15	13	0.2
CNc1ccc2ncc(-c3ccc(OC)c(OC)c3)n2n1	-13	1	-3	-7	-7	5	/	-9	-0.1
COc1ccc2c(C(=O)c3ccc(C)cc3)n(CCCC(N)=O)[n+]([O-])c2c1	-1	10	12	-5	-6	-12	-6	14	0.8
Cc1c(C(=O)Nc2cccc(S(=O)(=O)N3CCOCC3)c2)oc2ccccc12	13	4	2	-10	-3	6	-23	-3	-0.3

Given in markdown: entries from further up
| compound | TAAR1 antag | TAAR1 ag | M1 PAM | CHRM1 antagonist | M1 ag | CHO-K1 Ca antag | CHO parental Ca | CHO-K1 Ca PAM | M1 ag parental |
| --- | --- | --- | --- | --- | --- | --- | --- | --- | --- |
| COC(CSc1nc(N)c2c3c(sc2n1)CN(C)CC3)OC | 3 | 4 | 3 | 2 | -6 | 15 | -10 | -22 | 0.2 |
| CCOC(=O)C1=C(COC(=O)CNS(=O)(=O)c2ccc(C)c(C)c2)NC(=O)NC1C (stereo not given) | 3 | 1 | 2 | -5 | -3 | -8 | / | 0 | 0.4 |
| COc1ccccc1OCC(=O)NN1Cc2ccccc2C1=N | 7 | 9 | 0 | 3 | -2 | 5 | -4 | 11 | -0.3 |
| COc1ccc2c(C(=O)c3ccc(C)cc3)n(CCCC(N)=O)[n+]([O-])c2c1 | -1 | 10 | 12 | -5 | -6 | -12 | -6 | 14 | 0.8 |
| CC(C)(C)c1cc(C(=O)O)nn1-c1ccccc1 | -8 | 13 | 6 | -6 | -4 | 1 | 15 | 13 | 0.2 |

More entries follow:
SMILES	TAAR1 antag	TAAR1 ag	M1 PAM	CHRM1 antagonist	M1 ag	CHO-K1 Ca antag	CHO parental Ca	CHO-K1 Ca PAM	M1 ag parental
CCCn1c(SCC(=O)NC)nnc1C(C)C	-7	3	8	-2	-2	-12	-4	17	0.4
CCOc1ccccc1NC(=S)NCc1ccco1	4	4	2	-5	-5	-9	-5	13	-0.3
CC(C)CNCC(=O)N1c2ccccc2Sc2ccccc21	-10	21	-22	93*	-6	-2	-19	15	0.7
Cn1nccc1NC(=O)Nc1ccccc1	/	/	0	-6	0	-8	5	17	0.8
CC(C)C[C@H]1CNC(=S)N1C[C@H]1CCCN1C[C@H](Cc1ccc(O)cc1)N1C[C@H](Cc2ccccc2)N(CC2CCCCC2)C1=S	-21	3	12	-37	6	-16	/	16	0.9
Cc1nnc(NC(=O)C2CCCN(S(=O)(=O)c3ccccc3C(F)(F)F)C2)s1 (stereo not given)	-30	6	6	1	1	-8	-20	10	0.0
N#C/C(=N\Nc1ccccc1F)c1nc(-c2ccccc2)cs1	-17	12	10	-18	0	-5	-9	16	0.4
CCOC(=O)c1sc(NC(=O)Cc2ccccc2OC)nc1C	6	0	14	-14	0	0	-20	12	-0.3
